BRCT inh red – disrupts BRCA1 BRCT binding to phosphoprotein, red fluorophore readout; P38398; BRCT-phosphopeptide binding, red fluorescence polarization; Potency, µM (highest dose often 76.9 µM), without a hit: top-dose activity change, negative = inhibition, actives largely listed as inhibitors; 0.03% of 75,000 active; also: % is scaled to controls: 0 for no effect and ±100 for the full control effect
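Fluorescence polarization: 100 nM His-tagged BRCA1 BRCT with 100 nM TAMRA-labelled phospho-BACH1 decapeptide, phosphate buffer pH 7.3 with 150 mM NaCl, DTT, 0.01% Tween 20; 12 min RT. Binding inhibition seen as FP decrease.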
CRE-bla Fsk – alters forskolin-stimulated CRE reporter signaling in CHO cells; 2.5% of 71,000 active; AID 662; Potency, µM (top dose mostly 38.2 µM), for the others: at the highest dose activity change, negative = inhibition, actives largely listed as activators; CHO CRE-bla reporter (cAMP response element driving beta-lactamase), forskolin EC10, beta-lactamase ratio; active = well fitted activation curve with a large enough effect in the signal ratio, with a control signal flat, not every such curve was filed as active; inconclusive = small, poorly fitted or top-dose-only effect, or effect the other way, or a change in a side signal; the % refers to the signal ratio; also: potency is read from the fitted curve at half-maximal effect; % of control where 0% means no effect
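Cells were plated overnight at 37 °C, exposed to compound titrations plus EC10 NKH 477 for 3 h, then given CCF4 dye for 2 h at room temperature. Blue/green (460/530 nm) ratio was converted to %Activity and AC50 values calculated.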
Epigenetic mod – epigenetic modulators derepressing GFP locus in mouse cells; mouse C127i GFP locus derepression, cytometry, 30 h; Potency, µM (top dose mostly 46.1 µM), for inactives: at the top dose GFP derepression (activation); 0.09% of 68,000 active; AID 597; also: % of control where 0% means no effect
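Derepression screen: silenced CMV-GFP reporter in murine C127i cells, 30 h compound incubation at 37 C, washed cells imaged by laser-scanning cytometer to enumerate GFP-expressing objects of 20 to 120 um.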
HBB splicing – modulators of hemoglobin beta chain splicing. HBB splicing reporter cell assay, activation; EGFP reporter with mutant IVS2-654 intron; response scale: normalised to 500 nM splice-correcting PNA. Potency, µM (series often up to 46.1 µM), for the others: at the top dose activation, actives largely listed as activators. 0.06% of 65,000 active; also: potency is read from the fitted curve at half-maximal effect; 0% is about no effect
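Compounds were applied for 2 days to HeLa EGFP-654 cells, 500/well in Optimem with 2% FCS. The reporter's EGFP is disrupted by mis-splicing of beta-globin intron IVS2-654. Readout: summed well GFP fluorescence from 488 nm laser scanning; reference was 500 nM antisense […] 654 PNA.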
Pol III holo inh – inhibitors of bacterial DNA polymerase III holoenzyme; reconstituted DNA polymerase III holoenzyme replication, biochemical; Potency, µM (top dose mostly 57.1 µM), for the others: top-dose activity change, negative = inhibition; 0.25% of 71,000 active; also: potency is read from the fitted curve at half-maximal effect; % is scaled to controls: 0 for no effect and ±100 for the full control effect
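Reconstituted *E. coli* holoenzyme (0.35 nM Pol III, 1 nM beta, 154 nM SSB, 2 nM primase) was preincubated with compound for 15 min at RT. Synthesis on 1.4 nM ssM13Gori ran 35 min, then was stopped with PicoGreen/EDTA and read as dsDNA fluorescence.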
UbGFP stabilizer – proteasome inhibitors stabilizing ubiquitin-GFP reporter; Ubiquitin-GFP reporter cells, proteasome inhibition, GFP fluorescence; response scale: untreated = 0%, 10 µM MG-132 = 100%; 67,000 tested, under 10 active; Potency, µM (doses to about 45.9 µM), without a hit: at the highest dose activation (GFP accumulation), actives largely listed as activators; active = well fitted activation curve with a large enough effect, not every such curve was filed as active; inconclusive = small, poorly fitted or top-dose-only effect, or another doubt; inactive = no such curve, though single readings can be large or run the other way; also: potency is read from the fitted curve at half-maximal effect
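U2OS cells stably expressing ubiquitin(G76V)-GFP, seeded overnight in 0.5% FBS medium, were exposed to compounds (qHTS, 46 uM to 2.9 nM) for 4 hr at 37 °C. GFP-positive cells were counted by laser cytometry (488 ex/515 em), normalized between basal and 10 uM MG-132.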
4-MU autofl – 4-MU region autofluorescence; compound autofluorescence, 340/450 nm, 4-MU equivalents; active compounds read high; max dye-equivalent concentration, M; 11% of 59,000 active; AID 589; in the data active = max dye-equivalent concentration above about 10 nM; inconclusive = mostly about 1.1 nM to 9.6 nM
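Compounds in 100 mM Tris, pH 8.0, sat 15 min at room temperature before fluorescence was read at 340 nm excitation/450 nm emission; a per-plate six-point 4-MU standard curve converted signals to dye-equivalent concentration at each compound concentration.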
15-hLO inh – blocks human 15-lipoxygenase activity. P16050. Potency, µM (series often up to 57.1 µM), inactives show at the highest dose activity change, negative = inhibition, actives largely listed as inhibitors. 1.4% of 74,000 active. purified 15hLO-1, xylenol orange hydroperoxide absorbance; also: potency is read from the fitted curve at half-maximal effect; % is scaled to controls: 0 for no effect and ±100 for the full control effect; nearly all actives have a fitted effect of over 55% in size
Target sequence (P16050 whole entry, looked up): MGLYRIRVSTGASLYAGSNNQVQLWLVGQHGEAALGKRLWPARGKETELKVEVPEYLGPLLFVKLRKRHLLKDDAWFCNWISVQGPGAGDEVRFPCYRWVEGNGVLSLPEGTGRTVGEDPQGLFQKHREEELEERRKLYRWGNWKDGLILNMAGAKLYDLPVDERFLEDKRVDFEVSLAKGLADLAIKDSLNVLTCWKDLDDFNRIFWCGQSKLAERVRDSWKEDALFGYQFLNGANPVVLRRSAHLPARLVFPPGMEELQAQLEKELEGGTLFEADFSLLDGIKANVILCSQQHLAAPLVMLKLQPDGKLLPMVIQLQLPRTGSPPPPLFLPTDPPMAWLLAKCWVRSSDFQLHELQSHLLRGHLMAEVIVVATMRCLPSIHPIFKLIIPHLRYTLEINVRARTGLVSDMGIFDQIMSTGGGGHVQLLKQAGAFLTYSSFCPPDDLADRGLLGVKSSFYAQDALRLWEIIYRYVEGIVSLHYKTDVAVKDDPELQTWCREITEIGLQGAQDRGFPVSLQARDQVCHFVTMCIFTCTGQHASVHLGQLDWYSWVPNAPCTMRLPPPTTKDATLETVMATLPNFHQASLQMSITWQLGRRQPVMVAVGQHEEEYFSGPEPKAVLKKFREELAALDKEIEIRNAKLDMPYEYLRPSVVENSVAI
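Compounds were preincubated 15 min at room temperature with 40 nM purified human enzyme (25 mM Hepes pH 7.5, 0.01% Triton X-100); 50 uM arachidonic acid reacted 6 min. Fe-xylenol orange detection, 30 min, absorbance ratio 573/405 nm.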
Hsp90 Hop PPI – changes Hsp90-Hop TPR2A binding signal, up or down. 0.44% of 71,000 active. Potency, µM (highest dose often 57 µM), for inactives: at the highest dose activity change, negative = inhibition. AID 595. AlphaScreen TPR2A-His6 binding biotin-Hsp90 C-terminal peptide; active = well fitted curve in either direction with a large enough effect; inconclusive = small, poorly fitted or top-dose-only effect, or another doubt; also: potency is read from the fitted curve at half-maximal effect; % is scaled to controls: 0 for no effect and ±100 for the full control effect; many of its hits are not listed in these tables
A350 fluor – compounds fluorescent in Alexa 350 spectral region; Compound autofluorescence, 340/450 nm, Alexa 350 dye-equivalents; active compounds read high; max dye-equivalent concentration, M; 11% of 59,000 active; in the data active = max dye-equivalent concentration above about 10 nM; inconclusive = mostly about 1.1 nM to 9.6 nM
BRCT inh green – BRCA1 BRCT-phosphoprotein interaction inhibition; 0.05% of 75,000 active; P38398; Potency, µM (doses to about 76.9 µM), inactives show top-dose activity change, negative = inhibition, usual class: inhibitors; BRCA1 BRCT-phosphopeptide binding, green fluorescence polarization;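 also: potency is read from the fitted curve at half-maximal effect; plate controls were peptide without protein for full effect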
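Compounds were incubated for 12 min at room temperature with a complex of 100 nM fluorescein-tagged pBACH1 decapeptide and 250 nM His-tagged BRCT protein. Buffer was phosphate pH 7.3 with EDTA, DTT and Tween 20. Disruption of binding lowers the polarization signal.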
Active calls of the source: *; i = inactive; ? = inconclusive; / = not tested or not shown; [ ] = remark or other dose. Unless noted, calls follow the shape of the dose curve; as a rule, active = well fitted curve in the direction sought with a large enough effect; inconclusive = small, poorly fitted or top-dose-only effect, or another doubt; inactive = no such curve, though single readings can be large; an effect the other way counts as inactive or inconclusive. Rows are unselected (roughly 12% active in at least one column).

Sample of the layout, 2 compounds:
SMILES	BRCT inh red	CRE-bla Fsk	Epigenetic mod	HBB splicing	Pol III holo inh	UbGFP stabilizer	4-MU autofl	15-hLO inh	Hsp90 Hop PPI	A350 fluor	BRCT inh green
Cn1c(SCC(=O)N2CCCC2)nc2ccccc2c1=O	-3.5%	13%	-3%	/	-3%	-2%	i	3%	-1%	i	1.3%
CCCC(C(=O)NCc1ccco1)N(C(=O)CNS(=O)(=O)c1ccccc1)C1CCCC1 (configuration not stated)	-0.5%	-15%	1%	2.2%	3%	0%	?	-5%	-3%	?	-2.4%

All compounds of this part, previewed entries included:
SMILES	BRCT inh red	CRE-bla Fsk	Epigenetic mod	HBB splicing	Pol III holo inh	UbGFP stabilizer	4-MU autofl	15-hLO inh	Hsp90 Hop PPI	A350 fluor	BRCT inh green
Cn1c(SCC(=O)N2CCCC2)nc2ccccc2c1=O	-3.5%	13%	-3%	/	-3%	-2%	i	3%	-1%	i	1.3%
CCCC(C(=O)NCc1ccco1)N(C(=O)CNS(=O)(=O)c1ccccc1)C1CCCC1 (configuration not stated)	-0.5%	-15%	1%	2.2%	3%	0%	?	-5%	-3%	?	-2.4%
COCCn1c(=O)c(-c2cccc(C#N)c2)nc2cnc(OCc3ccccc3)nc21	-0.7%	?	0%[9.22 µM]	0.3%	-3%	5%	?	2%	-7%	?	-0.7%
O=C(Nc1ccc2c(c1)OCO2)c1cccc(Cl)c1	0.5%	-10%	1%	-1.2%	-3%	-4%	i	-2%	-1%	i	-1.7%
O=C1CN(C(=O)CN2CCCC2)C(c2ccccc2)c2cc(Br)ccc2N1 (configuration not stated)	0.9%	?	-3%	0.7%	2%	11%	i	-8%	-2%	i	0.0%
Cc1ccn2cc(C(=O)Nc3ccc4c(c3)OCCO4)nc2c1	-0.4%	12%	-1%	3.3%	6%	-7%	i	-3%	-3%	i	0.6%
CC(C)OCCCNC(=O)c1ccc(NS(C)(=O)=O)cc1	0.6%	8%	-3%	0.5%	-2%	-7%	i	0%	-5%	i	-1.1%
CC(=O)Nc1ccc(NC(=O)Cn2c(CC(=O)N3CCCC3)nc3ccccc32)cc1	-0.5%	1%	-1%	/	-3%	-4%	i	-2%	-5%	i	-0.9%
Cc1ccc(-n2c(=O)cc(N3CCc4ccccc4C3)[nH]c2=O)cc1	0.1%	?	-2%	-2.4%	6%	11%	i	2%	-5%	i	-0.4%
COc1ccc(CCNC(=O)CSc2nc(N)c(C#N)c(-c3cccs3)c2C#N)cc1OC	-0.5%	?	0%	-2.3%[57.5 µM]	-4%	-3%	1.9e-07M*	-1%	?	2.8e-07M*	0.9%
O=C(O)c1cc2ccc3ccccc3c2[nH]1	0.8%	-4%	-3%	/	-1%	4%	?	1%	-5%	?	-2.1%
COc1ccc(N(CC(=O)N2CCCC(C)C2)S(=O)(=O)c2c(C)nn(C)c2C)cc1 (configuration not stated)	1.0%	6%	/	-0.5%	-6%	3%	/	1%	-4%[2.3 µM]	/	-3.6%
CS(=O)(=O)Nc1ccc(C(=O)NCC2CCCO2)cc1 (configuration not stated)	-2.0%	-1%	0%	-0.5%	1%	2%	i	15%	-1%	i	-2.3%
CCn1c(C(=O)N2CCC(C(=O)NCc3cccs3)CC2)cc2sccc21	0.0%	-16%	2%	-0.1%	0%	-3%	/	-2%	-3%	/	-0.5%
Cc1nn(-c2nc3ccccc3s2)c(N)c1Sc1ccc(F)cc1	0.7%	7%	0%	-0.5%	-7%	-1%	i	-2%	0%	i	-2.6%
Cc1oc(-c2ccccc2)nc1CS(=O)CC(=O)N1CCc2ccccc2C1 (configuration not stated)	-0.4%	-21%	-2%	-0.2%	-4%	9%	/	-7%	-2%	/	2.2%
Cc1ccc(C(=O)CCNc2cccc(Br)c2)o1	-3.8%	3%	-2%	1.3%	-2%	-3%	/	13µM*	2%	/	-2.2%
O=C(NCc1cccnc1)c1cnn2ccccc12	0.2%	4%	/	-0.2%	-1%	18%	/	-10%	-2%[2.3 µM]	/	-1.7%
O=C(CCn1c(=S)[nH]c2ccccc2c1=O)N1CCOCC1	-2.0%	-1%	/	0.8%	-3%	6%	/	-2%	-2%	/	-4.5%
COCCNC(=O)CN(C(=O)CCC(=O)Nc1cc(C)on1)c1ccccc1C	-0.5%	-5%	-2%	-0.2%[57.5 µM]	2%	-2%	i	-11%	?	i	-0.8%
CCn1c(C(=O)N2CCCC(C(=O)NCCCc3ccccc3)C2)cc2sccc21 (configuration not stated)	0.3%	-11%	2%	-0.8%	-2%	-2%	i	-30%	-7%	i	-1.0%
CCOC(=O)C1(C)NC(c2ccccc2F)C2C(=O)N(c3cccc(C(C)=O)c3)C(=O)C21 (configuration not stated)	0.0%	0%	0%	/	6%	-5%	i	0%	0%	i	-3.3%
O=C(c1ccccc1F)N1CCN(c2cccc(C(F)(F)F)c2)CC1	-3.1%	?	2%	0.5%	1%	5%	i	-6%	0%	i	1.1%
CC1=C(C(N)=O)C(c2ccccn2)n2nc(SCc3ccccc3)nc2N1 (configuration not stated)	-0.3%	-1%	4%	-1.0%	-12%	-1%	i	?	-5%	?	-2.5%
O=C(CSc1nnc(-c2cccnc2)o1)c1cc2ccccc2oc1=O	0.5%	-17%	-6%	-1.9%	-2%	8%	?	3%	-6%	?	-0.8%
Cc1cc(Br)ccc1NC(=O)CNC(=O)CN1C(=O)NC2(CCCCCC2)C1=O	-0.8%	?	0%	-0.4%	-5%	-8%	i	15%	0%	i	-1.2%
c1ccc2c(CNCCN3CCOCC3)cccc2c1	0.0%	-2%	-2%	-0.5%[57.5 µM]	-2%	-1%	i	9%	-4%	i	-1.5%
C(=N\n1cnnc1)/c1ccc(OC2CSC2)cc1	-0.6%	-2%	-2%	-0.4%	-3%	7%	/	15%	?	/	-2.1%
COC(=O)CC1SCCNC1=O (configuration not stated)	-1.1%	7%	2%	4.8%[0.369 µM]	-5%	-2%	i	-1%	-2%	i	-2.4%
CC(=O)C1C(c2ccccc2OC(F)F)NC(=O)NC1(O)C(F)(F)F (configuration not stated)	0.3%	-9%	0%	-1.2%	1%	-4%	i	0%	-3%	i	1.2%

Only A350 fluor, for some of the entries so far:
structure | A350 fluor
CCn1c(C(=O)N2CCCC(C(=O)NCCCc3ccccc3)C2)cc2sccc21 (configuration not stated) | i
CCOC(=O)C1(C)NC(c2ccccc2F)C2C(=O)N(c3cccc(C(C)=O)c3)C(=O)C21 (configuration not stated) | i
O=C(c1ccccc1F)N1CCN(c2cccc(C(F)(F)F)c2)CC1 | i

Next part:
SMILES	BRCT inh red	CRE-bla Fsk	Epigenetic mod	HBB splicing	Pol III holo inh	UbGFP stabilizer	4-MU autofl	15-hLO inh	Hsp90 Hop PPI	A350 fluor	BRCT inh green
CCS(=O)(=O)N1CCN(C(=O)c2cccnc2)CC1	1.9%	-3%[7.6 µM]	-1%	-1.1%[0.0738 µM]	0%[11.4 µM]	-8%[9.17 µM]	/	2%[11.4 µM]	-4%[11 µM]	/	-1.9%
CCCC(OC(=O)CC1Sc2ccccc2NC1=O)C(=O)NCc1ccco1 (configuration not stated)	-1.1%	-7%	0%	/	0%	1%	i	-9%	-8%	i	0.3%
CC1=CCC2C(=O)N(c3nc4ccccc4n3C)C(=O)C2C1 (configuration not stated)	-0.6%	-9%	3%	-1.8%	-6%	-3%	i	-3%	-6%	i	0.1%
CSc1ncccc1C(=O)OCC(=O)NC1CCS(=O)(=O)C1 (configuration not stated)	1.4%	-3%	0%	-0.2%[57.5 µM]	3%	3%	i	2%	0%	i	-0.9%
Cc1nc2nc(C)c(CCC(=O)NC(C)c3ccc4c(c3)OCCO4)c(C)n2n1 (configuration not stated)	0.7%	12%	3%	-0.6%	-2%	4%	i	-10%	?	i	-0.7%
Nc1cc(N)nc(SCC(=O)NCC2CCCO2)n1 (configuration not stated)	1.3%	3%	-1%	3.7%	-8%	-4%	7.8e-08M*	-10%	-1%	8.2e-08M*	1.4%
CCOc1ccc(NC(=O)CCN2CCN(c3ccccc3OC)CC2)cc1	1.6%	?	-1%	0.8%	1%	-1%	i	-23%	6%	i	-1.5%
c1ccc(-n2ncc3c(NCc4ccc5c(c4)OCO5)ncnc32)cc1	-1.7%	?	-3%	-1.2%	16%	0%	i	-11%	3%	i	-3.3%
COCNc1nc(OCC#N)nc(N(C)C)n1	-0.8%	25%	0%	-0.1%[57.5 µM]	-2%	7%	i	7%	-1%	i	-0.9%
